# USP17 block – blocks human USP17 ubiquitin-rhodamine cleavage. A8MUK1. purified USP17, Ub-rhodamine cleavage fluorescence, 3 h. inhibition, % at 50 µM. actives 6.5% (n = 47,000)
# OTUD3 block – blocks human OTUD3 ubiquitin-rhodamine cleavage; Q5T2D3; purified OTUD3, Ub-rhodamine fluorescence, 2 h; inhibition, % at 25 µM; actives 0.7% (n = 47,000); AID 1645858
# Target sequence (Q5T2D3 whole entry, looked up): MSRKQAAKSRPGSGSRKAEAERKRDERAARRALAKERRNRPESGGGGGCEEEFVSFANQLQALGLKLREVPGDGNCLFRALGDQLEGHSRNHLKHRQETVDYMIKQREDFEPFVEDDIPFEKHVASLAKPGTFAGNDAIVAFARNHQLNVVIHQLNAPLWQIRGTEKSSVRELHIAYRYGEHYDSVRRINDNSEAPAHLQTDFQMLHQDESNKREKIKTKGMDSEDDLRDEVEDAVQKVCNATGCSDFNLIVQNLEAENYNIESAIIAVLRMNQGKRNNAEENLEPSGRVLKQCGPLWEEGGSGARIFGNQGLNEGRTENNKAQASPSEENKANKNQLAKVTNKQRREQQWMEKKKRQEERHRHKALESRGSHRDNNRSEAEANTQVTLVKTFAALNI
# USP8 inh – blocks human USP8 ubiquitin-rhodamine cleavage; purified USP8, Ub-rhodamine cleavage fluorescence, 30 min; actives 4.2% (n = 47,000); inhibition, % at 20 µM; P40818
# USP7 inh – human USP7 deubiquitinase inhibition | actives 0.3% (n = 47,000) | AID 1645854 | Q93009 | inhibition, % at 20 µM | purified USP7, Ub-rhodamine cleavage fluorescence
# USP30 block – inhibitors of human USP30 deubiquitinase. inhibition, % at 25 µM. Q70CQ3. purified USP30, Ub-rhodamine cleavage fluorescence. actives 5.3% (n = 47,000)
# UCHL1 inh – inhibitors of human UCHL1 deubiquitinase | P09936 | purified UCHL1, Ub-rhodamine cleavage fluorescence | inhibition, % at 20 µM | actives 0.2% (n = 47,000)
# Target sequence (P09936 whole entry, looked up): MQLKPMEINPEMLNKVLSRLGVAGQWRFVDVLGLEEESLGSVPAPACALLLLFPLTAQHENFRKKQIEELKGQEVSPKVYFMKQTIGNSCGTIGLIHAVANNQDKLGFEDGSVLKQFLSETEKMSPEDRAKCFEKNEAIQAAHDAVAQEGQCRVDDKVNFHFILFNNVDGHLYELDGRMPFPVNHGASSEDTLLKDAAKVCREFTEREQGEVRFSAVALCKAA
# USP10 block – blocks human USP10 ubiquitin-rhodamine cleavage. purified USP10, Ub-rhodamine fluorescence, 60 min. inhibition, % at 20 µM. actives 1.1% (n = 47,000). AID 1645856
# USP28 block – inhibitors of human USP28 deubiquitinase | Q96RU2 | purified USP28, Ub-rhodamine cleavage fluorescence, 30 min | inhibition, % at 25 µM | actives 3% (n = 47,000) | AID 1645857
# The depositor's hits bear a star; i = inactive; . = not tested or not shown. Cut-off read from the data, not from the text of the source: active = inhibition above about 30%; inactive = the rest. Rows were taken by chance. Share with any hit: about 14%.
SMILES,USP17 block,OTUD3 block,USP8 inh,USP7 inh,USP30 block,UCHL1 inh,USP10 block,USP28 block
O=c1[nH]c2c(cc1CNc1ccc(Oc3ccccc3)cc1)c(-c1ccc(F)cc1)nn2-c1ccccc1,27,-11,77*,50*,-146,40*,63*,-31
COCCNc1ncnc2c1oc1ccccc12,10,-1,10,0,9,-4,0,-7
COC(=O)c1cc(NC(=O)/C=C/c2ccc(C(C)C)cc2)ccc1N1CCOCC1,-17,-11,0,13,-22,10,4,23
CC(=O)c1ccccc1NC(=O)c1ccc(S(=O)(=O)N(C)C)cc1,17,5,5,2,10,1,4,10
CN(CC(=O)Nc1cccc(F)c1)Cc1nc2ccccc2c(=O)[nH]1,-13,-1,-1,1,.,-2,2,.
CC1CCN(c2ccc3nnc(CCC(=O)NCc4cccnc4)n3n2)CC1,0,-4,7,0,1,-1,-2,-10
COc1cccc(-c2ocnc2C(=O)Nc2ccc(C)cc2C)c1,39*,11,3,4,34*,0,5,14
Cc1ccnc(SCCn2c(N3CCN(C)CC3)nc3c2c(=O)n(C)c(=O)n3C)n1,1,-2,-7,2,-2,-1,-1,-9
CN1C(=O)c2ccccc2C(=O)[C@@]2(C)CN(Cc3cn[nH]c3-c3ccccc3)C[C@@H]12,-30,-7,-52,2,-5,-2,1,-22
COc1ccc(C(C)=O)cc1COC(=O)c1ccc2c(c1)S(=O)(=O)N=C1CCCCCN12,45*,5,24,17,38*,5,24,26
O=C1C(O)=C(c2ccc(O)cc2)C(=O)C(O)=C1c1ccccc1,13,33*,1,-66,33*,0,8,26
CCc1nnc(NC(=O)Cn2ncc3ccccc32)s1,0,18,5,7,0,4,3,15
Cn1c(-c2c(-c3ccccc3)n[nH]c2-c2ccccc2Cl)nc2ccccc21,-6,-8,0,1,7,6,8,38*
CC(C)CN1C(=O)c2ccccc2C(C(=O)Nc2cccnc2Cl)C1c1cccs1 (stereo not drawn),-3,2,0,-2,12,2,2,4
Cc1ccc(NC(=O)Cn2c(-c3cnccn3)nc(C)c(C)c2=O)cc1,-3,-6,0,1,-7,0,0,-8
COc1ccc(Sc2cnc3ccccc3n2)cc1,0,2,-14,0,-18,0,0,10
Cn1c(=O)c2c(nc(N3CCN(C(=O)c4ccco4)CC3)n2CCSc2nc3ccccc3s2)n(C)c1=O,0,-16,-19,-2,-7,-3,-1,-4
CC1CCN(c2ccc(C(=O)Nc3cccc(F)c3)cc2[N+](=O)[O-])CC1,25,12,14,6,23,2,5,13
COc1cccc(C(=O)Nc2ccc(SC(C)C(=O)Nc3ccc(C(N)=O)cc3)cc2)c1 (stereo not drawn),23,0,15,7,10,1,36*,6
Cc1ccccc1-c1nc(SCC(=O)N2CCCC2)c2c(=O)n(C)c(=O)n(C)c2n1,9,6,9,0,43*,0,0,0
Cn1nc(-c2nc(-c3ccccc3F)no2)c2c1CCN(C(=O)c1ccncc1)C2,-6,-6,-1,-25,-10,-3,1,-9
O=C(Nc1ccc(N2CCOCC2)nc1N1CCOCC1)c1cccc(C(F)(F)F)c1,4,7,-23,-7,27,0,-2,7
COc1ccc(-c2nccn3cc(C(=O)NCc4nc5ccccc5n4C)nc23)cc1,-8,-14,36*,-19,-254,-18,-9,-41
COc1cc(C(=O)Nc2cccc(C(N)=O)c2)cc2c1OCCO2,-5,-7,1,-4,-6,-1,4,1

# One compound at a time (already shown). Order of screens: USP17 block, OTUD3 block, USP8 inh, USP7 inh, USP30 block, UCHL1 inh, USP10 block, USP28 block
# Cc1ccccc1-c1nc(SCC(=O)N2CCCC2)c2c(=O)n(C)c(=O)n(C)c2n1 in the list: 9, 6, 9, 0, 43*, 0, 0, 0
# Cn1nc(-c2nc(-c3ccccc3F)no2)c2c1CCN(C(=O)c1ccncc1)C2 in the list: -6, -6, -1, -25, -10, -3, 1, -9

# Continued:
SMILES,USP17 block,OTUD3 block,USP8 inh,USP7 inh,USP30 block,UCHL1 inh,USP10 block,USP28 block
CCS(=O)(=O)N1CCCC1c1nc(C)c2c(n1)N(Cc1ccc(C)cc1)C(=O)CC2 (stereo not drawn),-1,1,6,-3,-1,-1,-4,0
Cc1cc(C)cc(-n2ccn3c(CCC(=O)Nc4ccc(F)cc4)nnc3c2=O)c1,22,19,-14,12,49*,5,10,16
Cc1ccc2c(c1)OCC(=O)N2Cc1nc(-c2ccccc2)no1,45*,10,-2,5,26,3,0,29
Cc1cccnc1-n1c(C)c(C)c2c1ncn1nc(-c3ccco3)nc21,40*,10,25,-4,0,2,-3,3
Cc1cc(C)c(NC(=O)CCC(=O)N2CCCn3nc(C)cc32)c(C)c1,-9,-5,-18,0,-7,-2,0,-4
COc1ccc(CCn2c(C)c(C)c3c2ncn2nc(-c4cccnc4)nc32)cc1OC,14,9,17,6,2,2,-1,14
Cc1nc(C2CCN(S(C)(=O)=O)CC2)cc(N2C(=O)OCC2Cc2ccccc2)n1 (stereo not drawn),-20,-1,-137,-3,-11,1,-2,-2
CCc1nc(CCNC(=O)Nc2cc(Cl)cc(Cl)c2)cs1,8,6,1,-46,1,0,-3,17
Cc1ccc2nc(C3CN(C(=O)c4cc(-c5ccc(F)cc5)nn4C)C3)[nH]c2c1,-25,-15,-59,-2,-26,3,-7,-1
CCOC(=O)c1noc2ncn(Cc3ccc(C)cc3)c(=O)c12,0,0,0,-26,-14,0,2,27
CCN(CC)CCCNC(=O)C(C)n1c2ccccc2c2nc(=O)cc(C)n21 (stereo not drawn),12,5,13,3,7,0,0,4
CC1(C)O[C@@](C)([C@H]2CC3(CCN(C(=O)c4ccccn4)CC3)CO2)CC[C@@H]1O,0,9,1,2,8,1,0,1

# Looked up by structure from the entries so far (seven):
SMILES,USP17 block,OTUD3 block,USP8 inh,USP7 inh,USP30 block,UCHL1 inh,USP10 block,USP28 block
COc1ccc(CCn2c(C)c(C)c3c2ncn2nc(-c4cccnc4)nc32)cc1OC,14,9,17,6,2,2,-1,14
CCc1nnc(NC(=O)Cn2ncc3ccccc32)s1,0,18,5,7,0,4,3,15
Cc1ccc2nc(C3CN(C(=O)c4cc(-c5ccc(F)cc5)nn4C)C3)[nH]c2c1,-25,-15,-59,-2,-26,3,-7,-1
Cn1c(-c2c(-c3ccccc3)n[nH]c2-c2ccccc2Cl)nc2ccccc21,-6,-8,0,1,7,6,8,38*
CN(CC(=O)Nc1cccc(F)c1)Cc1nc2ccccc2c(=O)[nH]1,-13,-1,-1,1,.,-2,2,.
Cc1ccc2c(c1)OCC(=O)N2Cc1nc(-c2ccccc2)no1,45*,10,-2,5,26,3,0,29
O=c1[nH]c2c(cc1CNc1ccc(Oc3ccccc3)cc1)c(-c1ccc(F)cc1)nn2-c1ccccc1,27,-11,77*,50*,-146,40*,63*,-31

# More structures.
SMILES,USP17 block,OTUD3 block,USP8 inh,USP7 inh,USP30 block,UCHL1 inh,USP10 block,USP28 block
Cc1ccc(NC(=O)c2cnc(N3CCN(C)CC3)nc2C)cc1F,-7,-6,-11,-4,-8,2,-2,7
O=C(Cn1cc(S(=O)(=O)Cc2ccc(Cl)cc2)c2ccccc21)N1CCCC1,-10,-2,-20,-10,-7,0,0,1
COc1ccc(OCC(=O)Nc2onc3c2CCCC3)cc1,1,-2,2,-2,-15,3,2,12
c1ccc2c(c1)NC1(CCN(Cc3ccc4ncccc4c3)CC1)N1CCN=C21,10,-3,-3,0,-6,3,-3,0
Clc1ccc(Cl)c(-c2nc(-c3cccs3)no2)c1,3,6,8,2,-19,0,2,2
N#Cc1ccc(-c2csc(-c3ccc4c(c3)OCCO4)n2)cc1,5,5,-20,4,1,4,11,1
COc1ccc(-c2nc(Cn3ccnc3)no2)cc1,2,-3,7,5,6,-1,1,18
Cc1ccc(C(=O)N2CCc3[nH]nc(-c4ccccc4)c3C2)cn1,-20,-6,-16,-1,-16,-1,3,-13
Cc1ncccc1C(=O)N1CCOCC(Cc2ccc3[nH]ncc3c2)C1 (stereo not drawn),-2,-5,9,-1,-16,-4,0,-17
Nc1cc(OC(=O)c2ccccc2)nn1S(=O)(=O)c1ccc(F)cc1,1,6,-2,-4,13,2,6,-3
COCC1CN(C(=O)c2ccncn2)Cc2cnn(CC3CC3)c21 (stereo not drawn),-23,-6,-58,-7,-55,-3,-6,-16
O=S(=O)(c1cccc(F)c1)N1CCc2nc3ccccc3n2CC1,91*,22,2,20,26,6,2,9
O=C(O)c1ccccc1SCc1nc(-c2ccc(Cl)cc2)no1,-9,-1,-10,-2,-14,-6,-5,10
Cc1ccc(Nc2nc(NCc3ccco3)c3ccccc3n2)cc1,82*,35*,31*,12,60*,10,9,67*
COC(=O)CSc1nc(SC)nc2c1sc1nc(CC(C)C)c3c(c12)CCC3,23,19,5,2,2,4,6,18
O=C(Nc1ccc(F)c(Cl)c1)N1Cc2cccn2-c2ccccc21,15,22,23,7,21,6,4,24
CN1C(=O)C(C)(C)COc2ccc(NS(=O)(=O)c3cc(F)ccc3F)cc21,1,-6,44*,-2,-41,0,4,-8
Cc1nnc2ccc(-c3noc(-c4cccc5[nH]ccc45)n3)cn12,14,-5,-3,0,-36,-6,-1,-7
COc1ccc(C2CC(=O)N(Cc3ccc(F)cc3)c3ccccc3S2(=O)=O)cc1OC (stereo not drawn),-10,-8,-9,-6,-57,2,3,-4
COc1cc2[nH]c(=O)n(CCCCCC(=O)N3CCN(c4ccccc4OC)CC3)c(=O)c2cc1OC,-6,-4,-6,-3,-13,0,-1,-9
CCn1nccc1-c1cccc(-c2noc(-c3ccc(OC)cc3C)n2)c1,2,-2,4,6,-16,3,3,-16
O=C(Nc1ccccc1Br)N1CCN(c2cc(-c3cccnc3)[nH]n2)CC1,-16,-10,-8,-1,1,-2,2,-20
CC(C)NC(=O)c1cc2c(nc1NCC1CC1)CCN(Cc1cnn(C)c1)CC2,-31,-11,-20,-9,-43,-1,-1,-13
COCCCN1CC(=O)N2C(CCc3ccccc3)c3[nH]c4ccccc4c3C[C@@H]2C1=O (stereo partly drawn),8,-2,10,4,-23,2,-1,6
COc1cccc(O[C@@H]2C[C@@H](NC(=O)c3cnco3)[C@H](N3CCCC3)[C@H]2O)c1,.,8,6,1,-19,0,-1,8
O=C(NCc1ccc(F)cc1)C1CCCN(c2cnc3nccnc3c2)C1 (stereo not drawn),-166,-211,-157,-100,i,-85,-4,-230

# Look-ups from above:
# USP10 block with O=C(NCc1ccc(F)cc1)C1CCCN(c2cnc3nccnc3c2)C1 (stereo not drawn) stands at -4
# USP7 inh with COCCCN1CC(=O)N2C(CCc3ccccc3)c3[nH]c4ccccc4c3C[C@@H]2C1=O (stereo partly drawn) stands at 4
# USP10 block with CC(C)NC(=O)c1cc2c(nc1NCC1CC1)CCN(Cc1cnn(C)c1)CC2 stands at -1

# Assay outcomes from PubChem BioAssay.
